# Screens (PubChem)
# DSG3 Ab inh – inhibitors of pemphigus antibody binding to human desmoglein-3 | AID 588358 | binding (percent of control), % at 10 µM | 310,000 compounds, 0.48% hits | P32926 | DSG3-coupled beads, scFv-anti-DSG3-GFP binding, flow cytometry; hits give low values;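 active means binding more than 3 SD below its plate's average and above zero; inconclusive means below that plate limit but binding exactly zero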;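 further: hits lower antibody fragment binding to DSG3; some compounds called inactive have numbers as strong as hits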
# PKA-R1A act – activators of PKA-R1A complex; P00514+P68181; PKA-R1A dissociation, Cy5-IP20 fluorescence polarization; scaled: DMSO 0%, 113 µM cGMP 100%; activation, % at 11.4 µM; 340,000 compounds, 0.083% hits; AID 504707;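 active means percent activation above the mean of all tested compounds plus 3 SD, cut at about 19% in these data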;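 further: higher means more PKAc released from R1A so a rise in polarization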
# NSD2 inh – blocks human histone methyltransferase NSD2; inhibition, % at 12.5 µM; NSD2 peptide methylation, AlphaScreen, 120 min; O96028; AID 743445; 310,000 compounds, 0.54% hits; in the data active means inhibition above about 50%
# CDK5 p35 inh – inhibitors of human CDK5/p35 kinase | Q00535+Q15078 | Recombinant CDK5/p35, ADP-Glo luminescence, 60 min | inhibition, % at 10 µM | 330,000 compounds, 0.01% hits;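 active means highest replicate inhibition of at least 50% and at least 75% of replicates reaching 50%; inconclusive means only one of the two criteria met; inactive means both criteria failed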;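 further: plate controls were DMSO neutral control for no effect and GW8510 at 10 µM for full effect; many of its hits are not listed in these tables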
# Target sequence (Q00535 whole entry, looked up): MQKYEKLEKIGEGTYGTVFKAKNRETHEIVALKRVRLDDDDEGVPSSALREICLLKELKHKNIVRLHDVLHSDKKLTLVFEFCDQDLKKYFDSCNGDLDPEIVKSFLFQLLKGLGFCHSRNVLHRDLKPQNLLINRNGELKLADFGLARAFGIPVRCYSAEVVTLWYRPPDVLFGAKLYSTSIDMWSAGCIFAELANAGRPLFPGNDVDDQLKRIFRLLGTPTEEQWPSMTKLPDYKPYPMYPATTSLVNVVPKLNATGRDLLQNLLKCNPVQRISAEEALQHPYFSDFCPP
# Target sequence (Q15078 whole entry, looked up): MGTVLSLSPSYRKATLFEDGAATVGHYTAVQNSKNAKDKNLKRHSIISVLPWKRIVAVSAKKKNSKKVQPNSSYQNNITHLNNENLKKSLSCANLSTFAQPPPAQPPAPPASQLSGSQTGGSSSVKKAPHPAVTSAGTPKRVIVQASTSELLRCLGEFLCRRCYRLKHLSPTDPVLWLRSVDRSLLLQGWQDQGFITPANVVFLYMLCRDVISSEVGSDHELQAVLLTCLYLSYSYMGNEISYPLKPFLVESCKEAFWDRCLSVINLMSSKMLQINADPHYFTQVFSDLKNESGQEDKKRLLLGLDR
# MITF act – increases MITF-driven TRPM1 promoter luciferase signal; SK-MEL-5 TRPM1-promoter luciferase, 24 h; % of positive control, neutral wells = 0; activation, % at 12.5 µM; 300,000 compounds, 0.75% hits; AID 588334;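 active means mean activation of at least 80% with every replicate also reaching 80%; inconclusive means mean reaches 80% but some replicate falls short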;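 further: 0% = neutral control wells and 100% = parthenolide positive control wells; values of inactives mirror those of a sister screen read the other way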
# PKA-R2B activ – activators of human PKA-R2B complex | P22694+P31323 | AID 504700 | PKA-R2B holoenzyme dissociation, Cy5-IP20 fluorescence polarization; R2B truncated from residue 108, S112A mutant; 0% DMSO only, 100% 113 µM cGMP | 340,000 compounds, 0.079% hits | activation, % at 11.4 µM;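 active means activation above a cutoff set at the mean over all compounds plus 3 SD, cut at about 18% in these data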;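 further: higher means more holoenzyme dissociation and a rise in polarization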
# Target sequence (P31323 whole entry, looked up, other chains not shown, the tested form may be a part): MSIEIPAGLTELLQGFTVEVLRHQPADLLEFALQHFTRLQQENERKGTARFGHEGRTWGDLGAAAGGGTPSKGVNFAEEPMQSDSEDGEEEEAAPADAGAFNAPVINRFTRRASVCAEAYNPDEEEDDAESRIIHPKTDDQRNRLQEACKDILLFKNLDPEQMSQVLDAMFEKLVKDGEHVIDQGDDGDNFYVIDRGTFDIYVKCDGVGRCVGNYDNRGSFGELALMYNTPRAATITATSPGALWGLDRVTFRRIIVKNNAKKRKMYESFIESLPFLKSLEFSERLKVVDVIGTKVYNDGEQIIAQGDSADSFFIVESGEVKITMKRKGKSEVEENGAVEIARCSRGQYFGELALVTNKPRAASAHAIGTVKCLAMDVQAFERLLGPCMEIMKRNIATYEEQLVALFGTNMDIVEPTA
# Arrestin-AP2 inh – human beta-arrestin and AP2 interaction inhibition; FITC-arrestin peptide / GST-AP2 beads, flow cytometry; AP2 beta2 appendage carries R879A mutation; inhibition, % at 10 µM; 340,000 compounds, 0.31% hits; AID 504490;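 active means inhibition above a set limit, near 3 SD of compounds lacking own fluorescence, cut at about 54% in these data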;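 further: plate controls were DMSO wells for no effect and 5 µM unlabelled arrestin peptide for full effect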
#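 System: GST-AP2 R879A glutathione beads | Also added: FITC-arrestin peptide, 50 nM | Times: 12 min plus 1 h, RT | Signal: Bead flow cytometry, FITC channel | Buffer or medium: PBS with 0.05% Tween 20 and 0.1% BSA | Read-out basis: Percent drop in bead-associated FITC signal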
# SR-BI uptake up – activators of SR-BI mediated HDL lipid uptake | 320,000 compounds, 0.096% hits | activation, % at 12.5 µM | CHO ldlA[mSR-BI] cells, DiI-HDL uptake fluorescence, 3 h; 100 = double the neutral-control signal;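 active means mean replicate activation of at least 60% and every replicate at or above 60%; inconclusive means mean or all-replicate condition met, but not both; inactive means mean below 60% and not all replicates reaching 60%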;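 further: 0% = median plate neutral-control signal and 100% = twice that signal; values of inactives mirror those of a sister screen read the other way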
#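 System: LDL receptor-deficient CHO ldlA cells overexpressing murine SR-BI | Timing: 3 h uptake period with compound, 37 °C | Medium: HEPES-buffered (25 mM, pH 7.4) F12 plus 0.5% BSA | Dosing: Single-point compound dose | Signal: Bottom-read fluorescence, 550/595 nm | Read-out: Retained DiI signal reflecting DiI-HDL uptake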
# dFosB activator – activators of mouse delta FosB homodimer. P13346. purified delta FosB, TAMRA-CDK5 oligo fluorescence polarization; percent of positive-control signal above neutral wells. activation, % at 25 µM. 340,000 compounds, 0.99% hits;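 active means mean activation above about 17%, with every replicate also reaching it, limit read from the data, passing the limit was not always enough; inconclusive means only one of the two conditions met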;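 further: fluorescence polarization rise as delta FosB binds a TAMRA Cdk5 AP-1 oligo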
# SR-BI DiI inh – inhibitors of mouse SR-BI mediated HDL lipid uptake; Q61009; ldlA[mSR-BI] CHO cells, DiI-HDL uptake fluorescence, 3 h; inhibition, % at 12.5 µM; 320,000 compounds, 0.96% hits;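 active means mean replicate inhibition of at least 70% and a set share of replicates each scoring 70 or more; inconclusive means meets just one of the two criteria; inactive means fails both criteria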;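 further: 0% = median of neutral control wells and 100% = median of positive control wells; values of inactives mirror those of a sister screen read the other way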
# Mot1-301 SUMO – SUMOylation pathway inhibition by Mot1-301 growth rescue. S. cerevisiae Mot1-301 growth rescue, ATP luminescence, 38.5C; percent above DMSO median, 100 means doubled. AID 2716. 320,000 compounds, 1% hits. growth rescue, % at 18.8 µM;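 active means every valid replicate shows activation above 250% relative to neutral control wells; inactive means the rest, any valid replicate at or below 250%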;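 further: OY570 slx delta 5 strain wells were the positive control but not used for scaling; some compounds called inactive have numbers as strong as hits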
# Numbers without * were called inactive; u = inconclusive; x = not tested or not shown. No enrichment for hits; 4.7% or so of the library scored in one or more.
# Screens in order: DSG3 Ab inh	PKA-R1A act	NSD2 inh	CDK5 p35 inh	MITF act	PKA-R2B activ	Arrestin-AP2 inh	SR-BI uptake up	dFosB activator	SR-BI DiI inh	Mot1-301 SUMO
COc1cc(NC(=O)c2ccc3c(SCC(=O)O)c4c(nc3c2)CCC4)cc(OC)c1OC
    83.6	-4.7	5.4	-0.4	-11.6	-6.1	10.9	24.9	-4.3	-24.9	-11.5
COc1ccc(N2CCN(C(=O)c3cn(C)c(=O)c4c3c3ccccc3n4C)CC2)cc1
    106.1	-2.2	4.1	1.2	-4.1	2.9	2.4	1.2	-8.8	-1.2	-4.1
C=CCNS(=O)(=O)c1cc(S(=O)(=O)NCC=C)c(OC)cc1OC
    110.5	0.3	-0.4	-6.1	10.7	-7.7	9.8	10.7	0.8	-10.7	34.7
Cc1cc(C)c(C)c(S(=O)(=O)N2CCC(C(=O)NCc3ccco3)CC2)c1C
    105.9	6.8	1.2	-0.3	3.7	-2.9	-0.4	-70.0	-8.7	u	18.2
O=C(N=NC(=O)c1ccc2c(O)n(C3CCCCC3)c(O)c2c1)c1cccnc1
    97.9	7.3	1.4	1.8	-8.4	9.8	-1.4	-25.0	-1.0	25.0	-6.4
CC(=O)Nc1ccc(C(=O)OCC(=O)Nc2ccc(N3CCOCC3)cc2)cc1
    79.6	1.1	0.3	0.6	5.0	-7.8	5.0	3.8	-5.0	-3.8	6.8
CCOC(=O)CSc1nc2ccccc2c(=O)n1CC1CCCC1
    108.4	-3.0	-3.9	-1.7	1.1	-10.4	31.6	-3.0	-4.9	3.0	-10.5
CC(C)NS(=O)(=O)c1ccc(OCC(=O)NCc2ccc3c(c2)OCO3)c(Cl)c1
    97.6	-5.1	-2.9	0.7	-5.0	-9.7	5.4	-26.4	-8.5	26.4	22.8
O=C(NN=C1CCCC1)c1ccc(O)cc1
    95.7	-1.2	8.2	1.5	-14.4	9.4	13.5	21.8	-3.1	-21.8	-12.2
O=C(O)CSc1nc2ccccc2[nH]1
    102.0	1.3	-2.4	-0.3	3.0	5.2	-6.8	34.5	-1.7	-34.5	708.1
Cc1cc(NC(=O)CS(=O)(=O)c2ccc(Cl)cc2)no1
    102.8	-5.2	-2.2	-1.0	-1.5	7.1	6.1	12.8	0.6	-12.8	-0.4
COc1cccc(-n2c(=S)sc3c(=O)n(-c4ccccc4OC)c(=S)[nH]c32)c1
    98.1	-3.7	-2.6	-0.5	4.3	-7.2	-35.0	42.5	-7.7	-42.5	-1.8
O=C(Nc1ccc(C(=O)N2CCCC2)cc1)C1CCCC1
    105.8	-4.9	x	1.9	8.7	-0.1	-4.9	29.9	-4.4	-29.9	x
CC(NC(=O)C1CCC1)c1ccc(Br)cc1 (configuration not stated)
    x	-9.4	-0.3	0.0	14.7	-5.8	-8.2	-1.5	-5.1	1.5	0.2
O=C(O)c1c(C(=O)O)c(-c2ccc(Br)cc2)n2c1CSC2
    105.2	5.7	32.5	-0.6	-8.0	-13.0	12.4	24.8	-2.9	-24.8	0.3
Cc1cc(SCC(=O)Nc2c(C)n(C)n(-c3ccccc3)c2=O)nc2ccccc12
    98.5	4.1	-0.5	-1.0	-7.1	-6.5	-1.6	-5.3	-2.0	5.3	14.7
CCOC(=O)C1(CCc2ccccc2)CCN(C(=O)CN2C(=O)CSC2=O)CC1
    98.7	-3.6	-2.8	-0.6	11.0	-9.9	6.5	-40.5	-6.8	40.5	-19.7
O=c1c2cn(Cc3ccc(F)cc3)c3ccc(F)cc3c-2nn1Cc1ccc(F)cc1
    99.6	10.2	-7.1	2.1	1.5	-3.2	8.3	-14.4	-10.8	14.4	x
Cc1ccccc1Oc1nc2c(C)cccn2c(=O)c1/C=C(\C#N)C(=O)Nc1c(C)n(C)n(-c2ccccc2)c1=O
    98.1	3.6	1.5	-0.2	-42.8	-10.2	0.2	-26.6	2.8	26.6	6.8
CCCC(=O)Nc1ccc(Oc2ccc(NC(=O)CCC)cc2)cc1
    55.4*	8.1	-2.5	1.9	-2.0	5.5	7.2	-15.9	-0.4	15.9	-1.9

# (further entries)
# Screens in order: DSG3 Ab inh	PKA-R1A act	NSD2 inh	CDK5 p35 inh	MITF act	PKA-R2B activ	Arrestin-AP2 inh	SR-BI uptake up	dFosB activator	SR-BI DiI inh	Mot1-301 SUMO
CCCN(CC1CCCO1)C(=O)CCc1nnc(-c2cc(C)on2)o1 (configuration not stated)
    99.3	-8.5	-3.3	-1.3	23.1	-1.0	-44.7	17.1	0.8	-17.1	11.1
O=C(O)CCN1/C(=C/C=Nc2ccccc2)Oc2ccccc21
    x	2.8	-0.6	1.4	-1.1	-0.5	0.1	0.6	-6.9	-0.6	-7.0
O=C(Nc1ccc(F)cc1)c1nsc(Cl)c1Cl
    98.3	-16.1	x	1.3	21.2	-4.1	4.0	-11.4	-1.5	11.4	27.3
COc1cccc(CNC(=O)CCC2CCCN(C(=O)c3ccc(OC)o3)C2)c1 (configuration not stated)
    94.6	-5.3	4.2	0.9	34.0	0.4	-5.5	x	-17.7	x	0.9
COc1ccc(C2COC(=O)C2=N)c(NC(=O)c2ccc(Cl)cc2)c1 (configuration not stated)
    126.5	-5.4	-0.1	1.7	0.2	11.5	5.6	21.0	-2.5	-21.0	-13.4
COC(=O)c1ccc(NC(=O)CSc2nnnn2C2CCCCC2)cc1
    98.1	-10.4	-3.2	-0.7	x	2.0	22.9	11.7	2.7	-11.7	-16.3
CCc1ccccc1OCC(=O)Nc1cc(S(=O)(=O)N(CC)CC)ccc1N1CCOCC1
    95.1	-11.1	0.6	0.7	-9.1	-3.1	-6.5	-32.5	-4.0	32.5	-1.3
COc1ccc(NC(=O)c2ccc(NC(=O)CSc3nc(N)cc(=O)[nH]3)cc2)cc1
    95.9	-3.9	x	0.4	3.2	-6.1	-4.7	-14.4	4.3	14.4	-2.3
O=c1cc(CSc2nc3ccccc3c(=O)[nH]2)c2ccc(O)cc2o1
    87.2	1.9	-21.8	0.1	-9.7	-4.2	9.7	12.6	-23.2	-12.6	x
C=CCNc1nc(NCCN2CCOCC2)nc(N2CCOCC2)n1
    100.0	2.9	-2.1	0.4	10.2	1.0	1.6	4.6	0.7	-4.6	-5.5
CC(C)c1ccc(NC(=O)NN2CCOCC2)cc1
    103.0	-16.1	-1.1	0.3	63.5	-9.8	14.1	-9.2	-4.3	9.2	-4.1
O=C(Nc1ccccc1)C1CCCN1C(=O)NCc1ccccc1 (configuration not stated)
    93.9	-3.6	-0.3	-0.5	-22.8	-3.7	35.3	-0.2	6.1	0.2	x
Cc1nn(CC(=O)Nc2ccncc2)c(C)c1[N+](=O)[O-]
    107.3	-8.6	-1.0	0.0	-20.7	4.4	-0.6	-8.4	-2.7	8.4	219.9
CCc1ccc2[nH]c(=O)c(CN(Cc3ccc4c(c3)OCO4)Cc3nnnn3C3CCCC3)cc2c1
    95.6	-10.7	x	-4.1	2.8	-0.6	-7.2	x	-16.3	x	-11.2
CCN(C(=O)COC(=O)c1cncc(Br)c1)C1CCS(=O)(=O)C1 (configuration not stated)
    94.4	-5.1	-1.9	0.9	2.9	7.0	13.8	3.6	-5.0	-3.6	-13.5
Cc1ccc(C)c(N2CCN(S(=O)(=O)c3cc4c(cc3C)NC(=O)CO4)CC2)c1
    106.7	1.7	x	0.6	x	5.6	8.7	-8.5	-2.6	8.5	-13.8
COc1cccc(-n2nnnc2SCC(=O)Nc2ccccc2OC)c1
    110.0	2.0	-2.4	0.5	0.5	-14.0	29.0	22.0	-0.2	-22.0	-11.2
COc1ccc(-n2c(=S)[nH]c3cc(C(=O)Nc4cccc(C)c4)ccc3c2=O)cc1
    80.4	-3.9	-0.3	-0.9	25.7	4.8	12.1	15.1	14.6	-15.1	-24.4
O=C(CSc1nncs1)Nc1cccc2ccccc12
    102.4	6.6	-1.9	0.0	-3.5	10.1	-3.1	1.1	-2.8	-1.1	x
Cc1cccc(NC(=O)COc2coc(CN3CCN(Cc4ccccc4)CC3)cc2=O)c1
    115.5	-7.6	1.5	-1.6	-13.4	-3.0	-1.8	5.7	-2.6	-5.7	-1.0

# Later entries.
# Screens in order: DSG3 Ab inh	PKA-R1A act	NSD2 inh	CDK5 p35 inh	MITF act	PKA-R2B activ	Arrestin-AP2 inh	SR-BI uptake up	dFosB activator	SR-BI DiI inh	Mot1-301 SUMO
O=C(Nc1ccc(OC(F)(F)F)cc1)NC1CCC(Oc2ccc(C(=O)O)cc2)CC1 (configuration not stated)
    101.1	-3.1	x	1.8	12.6	-1.6	25.1	8.9	4.1	-8.9	5.0
c1csc(-c2nn3c(C4COc5ccccc5O4)nnc3s2)c1 (configuration not stated)
    92.4	2.9	-2.2	0.3	10.3	4.3	12.1	17.4	-8.0	-17.4	-27.3
CCSc1nc2ccccc2n1C(=O)c1ccc(S(=O)(=O)N2CCCCCC2)cc1
    94.5	-2.3	-0.4	0.0	-15.4	-11.9	51.1	13.4	-1.5	-13.4	-11.3
C=CC(=O)NC1CC2CCC1(C)C2(C)C (configuration not stated)
    x	-0.8	2.1	-2.2	-3.5	-0.8	-5.7	-9.2	-6.4	9.2	459.3*
CC(C)[C@H](NC(=O)c1ccccc1F)C(=O)NNC(=O)c1cccs1
    x	5.7	x	0.7	-3.8	-12.8	8.2	35.3	3.4	-35.3	-1.1
COc1cccc(CNC(=O)C2CCN(c3nnc(N4CCCC4=O)s3)CC2)c1
    90.6	-9.7	x	0.7	x	-3.1	16.5	6.7	3.4	-6.7	6.6
CCN(C(=O)COC(=O)c1cccnc1SC)c1c(N)n(Cc2ccccc2)c(=O)[nH]c1=O
    x	-11.8	-0.9	0.7	-1.9	-2.3	14.8	8.6	2.3	-8.6	-5.5
CCOC(=O)N=S(N)(=O)c1ccccc1 (configuration not stated)
    93.2	-2.4	-0.8	0.6	2.7	4.8	4.0	-2.5	-2.2	2.5	5.0
CC1Sc2ccc(S(=O)(=O)CCC(=O)N3CCCCC3)cc2NC1=O (configuration not stated)
    96.0	5.2	1.8	2.2	1.2	-8.9	3.9	-1.3	1.0	1.3	3.0
